Screens as filed in PubChem BioAssay.
EZH2 inh = EZH2 (human) methyltransferase inhibition; AID 651548; inhibition, % at 12.5 µM; Q15910; 57,000 compounds, 0.35% hits; PRC2 H3K27 methylation, DELFIA TRF, 1 h;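 active means mean inhibition of replicates at least 50% and every single replicate also reaching 50%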;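 further: dimethyl H3K27 on biotinylated H3 21-44 peptide detected by antibody; plate controls were median neutral control wells for no effect and median positive control wells for full effect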
IDH1 mut inh = blocks human IDH1 R132H reductase activity; AID 624101; inhibition, % at 10 µM; diaphorase/resazurin fluorescence, 60 min; O75874; 70,000 compounds, 0.18% hits; in the data active means inhibition above about 34%;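 further: 0% = DMSO and 100% = no enzyme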
Target sequence (O75874 whole entry R132H): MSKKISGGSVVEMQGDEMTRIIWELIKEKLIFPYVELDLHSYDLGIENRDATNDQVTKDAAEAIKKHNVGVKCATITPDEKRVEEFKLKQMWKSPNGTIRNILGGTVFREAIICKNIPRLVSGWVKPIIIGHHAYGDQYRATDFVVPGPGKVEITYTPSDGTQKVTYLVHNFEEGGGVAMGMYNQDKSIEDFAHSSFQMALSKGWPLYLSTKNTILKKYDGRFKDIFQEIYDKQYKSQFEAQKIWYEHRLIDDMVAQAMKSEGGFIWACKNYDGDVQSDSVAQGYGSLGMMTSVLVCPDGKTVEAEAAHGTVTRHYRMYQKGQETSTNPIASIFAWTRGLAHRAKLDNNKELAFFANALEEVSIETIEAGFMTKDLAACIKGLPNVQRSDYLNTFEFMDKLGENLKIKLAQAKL
An asterisk follows results filed as active; / = no result given. Only part of the results is shown (hit frequency here may not be typical).

SMILES	EZH2 inh	IDH1 mut inh
COc1cccc(CN(C)C[C@@H]2OCc3cn(nn3)CCCC(=O)N([C@@H](C)CO)C[C@@H]2C)c1	8	2.8
CC(C)=CCc1c(-c2ccc(O)cc2O)oc2c(CC=C(C)C)c(O)cc(O)c2c1=O	/	-0.2
Cc1ccc(-c2cnc3c(c2)C(=O)N([C@@H](C)CO)C[C@@H](C)[C@@H](CN(C)C(=O)c2ccccc2)O3)cc1	-3	-3.2
C[C@@H]1CN([C@@H](C)CO)C(=O)Cc2cc(NC(=O)Nc3ccc(F)cc3)ccc2O[C@H]1CN(C)S(=O)(=O)c1ccc(F)cc1	/	-1.4
O=C1C(=O)N(Cc2ccco2)C(c2cccnc2)C1C(=O)c1cc2ccccc2o1 (stereo not given)	-2	2.1
COCC(=O)Nc1ccc2c(c1)OC[C@@H](C)N(C(=O)NC(C)C)C[C@@H](C)[C@H](OC)CN(C)C2=O	2	-0.1
CC(C)OC(=O)N(C)C[C@@H]1OCc2cnnn2CCCC(=O)N([C@@H](C)CO)C[C@@H]1C	-2	-1.0
O=C(Nc1ccc(F)cc1)N[C@@H]1C=C[C@@H](CC(=O)N2CCCCC2)O[C@@H]1CO	-12	0.2
Cc1noc(C)c1S(=O)(=O)N(C)C[C@H]1Oc2ccc(NC(=O)C3CC3)cc2CC(=O)N([C@@H](C)CO)C[C@@H]1C	/	-0.7
O=C(C[C@@H]1CC[C@H](NC(=O)Cc2ccccn2)[C@H](CO)O1)NCCc1ccncc1	-2	0.2
C[C@@H]1CCCCO[C@H](CN(C)C(=O)Nc2ccc3c(c2)OCO3)[C@@H](C)CN([C@H](C)CO)C(=O)c2cc(NS(=O)(=O)c3cn(C)cn3)ccc2O1	/	-0.4
C[C@H]1CN([C@@H](C)CO)C(=O)Cc2cc(NC(=O)C3CC3)ccc2O[C@@H]1CN(C)Cc1ccc(Cl)c(Cl)c1	-22	0.6
COC(=O)CSc1ncnc2c1sc1nc3c(cc12)COC(C)(C)C3	-32	-0.2
CN(C)CCCNC(=O)C[C@H]1C=C[C@H](NC(=O)c2ccccc2F)[C@H](CO)O1	-2	0.2
N#C[C@@H]1[C@@H](c2ccc(-c3ccccc3)cc2)[C@@H](CO)N1C(=O)Cc1ccncc1	/	-0.4
CCCC#Cc1cnc2c(c1)C(=O)N([C@H](C)CO)C[C@@H](C)[C@H](CN(C)Cc1ccc(F)cc1)O2	-11	-1.2
CCC(=O)N1C[C@H](C)[C@H](OC)CN(C)C(=O)c2ccc(NC(=O)Nc3ccccc3)cc2OC[C@@H]1C	1	0.1
O=C(C[C@@H]1C[C@H]2c3cc(NC(=O)CC4CC4)ccc3O[C@H]2[C@@H](CO)O1)NCc1cccnc1	1	0.1
CCC(=O)Nc1ccc2c(c1)OC[C@H](C)N(Cc1ccncc1)C[C@H](C)[C@@H](OC)CN(C)C2=O	3	0.1
COc1ccc(S(=O)(=O)Nc2ccc3c(c2)C(=O)N([C@@H](C)CO)C[C@@H](C)[C@@H](CN(C)Cc2ccc(Cl)c(Cl)c2)OCCCC[C@@H](C)O3)cc1	/	0.1
CNC[C@H]1OCCCC[C@@H](C)Oc2ccc(NC(=O)Nc3cccc4ccccc34)cc2C(=O)N([C@H](C)CO)C[C@@H]1C	0	-13
C[C@@H]1CN([C@@H](C)CO)C(=O)c2cc(NS(=O)(=O)c3ccc(Cl)cc3)ccc2O[C@@H]1CN(C)Cc1ccccc1	8	-0.8
CC1(C)CC[C@]2(C(=O)O[C@@H]3O[C@H](CO)[C@@H](O)[C@H](O)[C@H]3O)CC[C@]3(C)C(=CCC4[C@@]5(C)CC[C@H](OC6O[C@H](CO)[C@@H](O)[C@H](O[C@@H]7O[C@H](CO)[C@@H](O)[C@H](O)[C@H]7O)[C@H]6O)C(C)(C)C5CC[C@]43C)[C@@H]2C1 (stereo not given in full)	-18	5.2
O=S(=O)(N[C@H]1CC[C@@H](CCn2cc(-c3cccc(F)c3)nn2)O[C@H]1CO)c1ccc(Cl)cc1	3	-0.7
NC(=O)CSc1oc(-c2ccc(F)cc2)nc1S(=O)(=O)c1ccc(Br)cc1	-2	0.0
CO[C@H](CN(C)S(=O)(=O)c1cn(C)cn1)[C@@H](C)CN(C(=O)Nc1ccc(F)cc1)[C@H](C)CO	-6	0.1
CNC(=O)c1cc(Br)cc2c1OCC2	10	-3.7
C/C=C/c1ccc2c(c1)O[C@@H](CN(C)C(=O)NC1CCCCC1)[C@@H](C)CN([C@@H](C)CO)S2(=O)=O	/	-2.1
COCC#Cc1ccc2c(c1)O[C@@H](CN(C)Cc1ccncc1)[C@H](C)CN([C@H](C)CO)S2(=O)=O	11	-2.6
C[C@@H]1CN([C@H](C)CO)C(=O)c2cc(-c3ccc(C#N)cc3)cnc2O[C@@H]1CN(C)Cc1cncnc1	8	2.1
O=C(C[C@H]1CC[C@@H](NS(=O)(=O)c2cccc(F)c2)[C@@H](CO)O1)N1CCCCC1	2	-0.3
O=C(O)C[C@H]1C=C[C@H](NC(=O)Nc2cc(F)ccc2F)[C@@H](CO)O1	-21	-0.1
CCCNC(=O)N(C)C[C@@H]1Oc2cc(C3=CCCC3)ccc2S(=O)(=O)N([C@H](C)CO)C[C@@H]1C	4	1.4
O=C(CCN1CCCCC1)NCC[C@@H]1CC[C@@H](NC(=O)C2CCCC2)[C@H](CO)O1	3	-0.2
O=C(N[C@@H]1CC[C@H](CCn2cc(C3(O)CCCC3)nn2)O[C@@H]1CO)C1CCC1	0	0.5
C[C@@H]1CN([C@@H](C)CO)C(=O)c2cc(NC(=O)CCCN(C)C)ccc2O[C@@H](C)CCCCO[C@@H]1CN(C)C(=O)Nc1ccc2c(c1)OCO2	/	-1.8
COc1ccc(NC(=O)N(C)C[C@@H]2Oc3c(NC(=O)Nc4c(C)noc4C)cccc3C(=O)N([C@@H](C)CO)C[C@@H]2C)cc1	/	0.0
COc1ccc(/C=C/C(=O)OC2C(C)OC(OC3C4C=COC(OC5OC(CO)C(O)C(O)C5O)C4C4(CO)OC34)C(O)C2O)cc1 (stereo not given)	/	0.1
COc1cc(/C=C/C=N/NC(=O)CCCCCCC(=O)Nc2ccccc2O)ccc1O	8	/
C[C@@H]1CN([C@H](C)CO)C(=O)Cc2cc(N(C)C)ccc2O[C@H]1CN(C)Cc1ccc2c(c1)OCO2	4	-0.9
CO[C@H]1CN(C)C(=O)c2cc(NC(=O)NC(C)C)ccc2OC[C@H](C)NC[C@@H]1C	11	/
CO[C@@H]1CN(C)C(=O)c2cc(NC(=O)C3CCCCC3)ccc2OC[C@H](C)N(C(=O)c2ccccc2)C[C@H]1C	4	-0.3
C[C@@H]1CN([C@H](C)CO)C(=O)CCCn2cc(nn2)CO[C@@H]1CN(C)C(=O)Nc1cccc(F)c1	-5	/
C[C@@H]1CN([C@H](C)CO)C(=O)c2cc(NC(=O)Nc3ccc(C(F)(F)F)cc3)ccc2O[C@H]1CN(C)C(=O)Nc1ccc2c(c1)OCO2	/	-0.1
COc1cccc(S(=O)(=O)N[C@H]2CC[C@@H](CCn3cc(-c4ccccc4)nn3)O[C@@H]2CO)c1	-1	-0.4
O=C(CSc1nccc(=O)[nH]1)Nc1ccc([N+](=O)[O-])cc1	-23	0.2
C[C@@H]1CCCCO[C@H](CN(C)C(=O)Cc2ccccc2)[C@H](C)CN([C@@H](C)CO)C(=O)c2cc(NC(=O)CCC(F)(F)F)ccc2O1	/	0.1
C[C@@H]1CCCCO[C@H](CN(C)S(=O)(=O)c2ccc(Cl)cc2)[C@@H](C)CN([C@@H](C)CO)C(=O)c2cc(NS(=O)(=O)c3ccc(Cl)cc3)ccc2O1	/	0.6
COc1ccc(CN(C)C[C@@H]2Oc3c(NC(=O)c4ccncc4)cccc3C(=O)N([C@@H](C)CO)C[C@H]2C)cc1	-2	0.7
O=S(=O)(N[C@@H]1CC[C@H](CCn2cc(C3CC3)nn2)O[C@H]1CO)c1ccc(Cl)cc1	8	-0.4
C[C@@H]1CN([C@H](C)CO)C(=O)c2cc(NC(=O)CCC(F)(F)F)ccc2O[C@H]1CN(C)Cc1ccccc1	7	/
CO[C@@H](CN(C)CC1CCOCC1)[C@H](C)CN(C(=O)Nc1ccc(F)cc1)[C@@H](C)CO	18	-0.1
O=C(Nc1ccc2c(c1)OCO2)N[C@@H]1CC[C@H](CCNC(=O)C2CCC2)O[C@H]1CO	-3	-0.1
Cc1cc(I)ccc1NC(=O)CN(c1c(C)cccc1C)S(C)(=O)=O	-2	0.1
COCC(=O)Nc1ccc2c(c1)[C@H]1C[C@@H](CC(=O)N3CCOCC3)O[C@H](CO)[C@H]1O2	-1	-0.5
Cn1nnnc1SCCNCc1ccncc1	/	-0.3
Cc1cc(Cl)c(S(=O)(=O)N2CC(C)OC(C)C2)cc1OCC(N)=O (stereo not given)	5	0.0
CNC[C@@H]1Oc2ccc(NS(=O)(=O)c3ccc(OC)cc3)cc2C(=O)N([C@H](C)CO)C[C@@H]1C	-6	/
CCCN1C[C@@H](C)[C@@H](OC)CN(C)C(=O)c2ccc(NC(=O)C3CC3)cc2OC[C@H]1C	-1	-0.1
C[C@@H]1CN([C@H](C)CO)C(=O)Cc2cc(NC(=O)c3ccncc3)ccc2O[C@H]1CN(C)Cc1ccc(C(=O)Nc2ccccc2N)cc1	-12	0.1

Continuation:
SMILES	EZH2 inh	IDH1 mut inh
COCC(=O)Nc1ccc2c(c1)OC[C@H](C)N(CCC(F)(F)F)C[C@@H](C)[C@H](OC)CN(C)C2=O	7	0.0
COc1ccc(NC(=O)N[C@H]2CC[C@@H](CC(=O)NC3CCCCC3)O[C@H]2CO)cc1	2	-0.5
C[C@@H]1CN([C@@H](C)CO)C(=O)c2cc(C#CCN(C)C)cnc2O[C@@H]1CN(C)Cc1ccc(F)cc1	/	0.3
Cc1ccc(S(=O)(=O)Nc2ccc3c(c2)C(=O)N([C@@H](C)CO)C[C@@H](C)[C@H](CN(C)CC2CCCCC2)OCCCC[C@H](C)O3)cc1	/	1.2
C[C@@H]1CN([C@H](C)CO)C(=O)c2c(c3ccccc3n2C)-c2ccccc2CO[C@H]1CN(C)S(=O)(=O)c1cccc(C#N)c1	-14	/
Cc1noc(C)c1S(=O)(=O)N(C)C[C@@H]1OCCCC[C@H](C)Oc2ccc(NC(=O)Nc3ccc(F)cc3)cc2C(=O)N([C@H](C)CO)C[C@H]1C	/	2.0
CC1(C)CC[C@]2(C(=O)O[C@@H]3O[C@H](CO)[C@@H](O)[C@H](O)[C@H]3O)CC[C@]3(C)C(=CCC4[C@@]5(C)CC[C@H](O[C@@H]6O[C@H](C(=O)O)[C@@H](O[C@@H]7OC[C@H](O)[C@H](O)[C@H]7O)[C@H](O)[C@H]6O)C(C)(C)C5CC[C@]43C)C2C1 (stereo not given in full)	25	5.6
CCCN1C[C@H](C)[C@H](OC)CN(C)C(=O)c2ccc(NS(C)(=O)=O)cc2OC[C@H]1C	0	-0.3
O=C(NO)c1cccc(C(=O)N/N=C/c2ccc(O)cc2O)c1	-3	/
NC(=O)OCC(O)COc1ccc(Cl)cc1 (stereo not given)	/	-1.1
C[C@H]1CCCCO[C@H](CN(C)CC2CCCCC2)[C@@H](C)CN([C@@H](C)CO)C(=O)c2cc(NC(=O)c3ccccc3)ccc2O1	/	2.0
C[C@H](CO)N1C[C@H](C)[C@@H](CN(C)C(=O)Cc2ccccc2)OCCCC[C@H](C)Oc2ccc(NS(=O)(=O)c3cccs3)cc2C1=O	/	0.6
COc1ccc(S(=O)(=O)N[C@H]2CC[C@@H](CC(=O)N3CCN(c4ccccc4)CC3)O[C@H]2CO)cc1	-17	-0.2
CCCC(=O)Nc1ccc2c(c1)OC[C@H](C)N(Cc1ccccc1F)C[C@H](C)[C@@H](OC)CN(C)C2=O	-14	0.2
CC(=O)Nc1ccc(OCC(O)CNC2CCCC2)cc1 (stereo not given)	-3	0.2
COc1ccc(CN(C)C[C@@H]2Oc3ccc(NC(=O)C4CCCCC4)cc3CC(=O)N([C@H](C)CO)C[C@H]2C)cc1	/	0.3
Cc1cc(C)c(NC(=O)C(C)N(c2ccc(Oc3ccccc3)cc2)S(C)(=O)=O)c(C)c1 (stereo not given)	-13	-0.3
Cc1nc2ccccn2c1-c1ccnc(SCC(=O)N(c2ccccc2)C2CCCCC2)n1	5	0.7

Some of these compounds in order of formula weight, high to low:
SMILES	EZH2 inh	IDH1 mut inh
Cc1noc(C)c1S(=O)(=O)N(C)C[C@@H]1OCCCC[C@H](C)Oc2ccc(NC(=O)Nc3ccc(F)cc3)cc2C(=O)N([C@H](C)CO)C[C@H]1C	/	2.0
Cc1ccc(S(=O)(=O)Nc2ccc3c(c2)C(=O)N([C@@H](C)CO)C[C@@H](C)[C@H](CN(C)CC2CCCCC2)OCCCC[C@H](C)O3)cc1	/	1.2
COc1ccc(S(=O)(=O)N[C@H]2CC[C@@H](CC(=O)N3CCN(c4ccccc4)CC3)O[C@H]2CO)cc1	-17	-0.2
CCCC(=O)Nc1ccc2c(c1)OC[C@H](C)N(Cc1ccccc1F)C[C@H](C)[C@@H](OC)CN(C)C2=O	-14	0.2
COCC(=O)Nc1ccc2c(c1)OC[C@H](C)N(CCC(F)(F)F)C[C@@H](C)[C@H](OC)CN(C)C2=O	7	0.0
CCCN1C[C@H](C)[C@H](OC)CN(C)C(=O)c2ccc(NS(C)(=O)=O)cc2OC[C@H]1C	0	-0.3
O=C(NO)c1cccc(C(=O)N/N=C/c2ccc(O)cc2O)c1	-3	/

In another format: results already given
Values in the order – EZH2 inh | IDH1 mut inh
COc1cccc(CN(C)C[C@@H]2OCc3cn(nn3)CCCC(=O)N([C@@H](C)CO)C[C@@H]2C)c1
  8 | 2.8
CC(C)=CCc1c(-c2ccc(O)cc2O)oc2c(CC=C(C)C)c(O)cc(O)c2c1=O
  / | -0.2
Cc1ccc(-c2cnc3c(c2)C(=O)N([C@@H](C)CO)C[C@@H](C)[C@@H](CN(C)C(=O)c2ccccc2)O3)cc1
  -3 | -3.2
C[C@@H]1CN([C@@H](C)CO)C(=O)Cc2cc(NC(=O)Nc3ccc(F)cc3)ccc2O[C@H]1CN(C)S(=O)(=O)c1ccc(F)cc1
  / | -1.4
